Source: PubChem (several laboratories)
K1F lysis inhibition: inhibition of K1F phage lysis, E. coli UTI89, bacterial capsule biogenesis inhibitors, alamar blue (AID 488966). E. coli UTI89 K1F phage lysis, alamar blue, 2 h; higher % means a stronger effect. inhibition, % at 100 µM, or IC50 in µM where a hit was titrated. 340,000 tested, 0.02% active;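 active = phage lysis inhibition, versus mean bacterial control, above a set limit; inconclusive = no clear call, values can overlap the other calls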;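 also: capsule biogenesis inhibitors block K1F phage lysis so surviving cells raise fluorescence; higher fluorescence means more inhibition of phage lysis; actives were called in the ten point dose series up to 300 µM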
Hep lipid drop: inhibitors of hepatocyte lipid droplet formation, primary screen, imaging, high-throughput imaging, BODIPY stain | AML12 mouse hepatocytes, oleate lipid droplets | 240,000 tested, 0.4% active | AID 1656, 2009 | inhibition, % at 6.5 µM;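 active = lipid droplet intensity inhibited by at least 50%, with more than 500 cells counted; inconclusive = wells with under 300 cells, treated as cytotoxic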
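Material: mouse AML12 hepatocyte cell line, fixed after treatment; Timing: compound with oleate, overnight; Technique: high-content imaging of BODIPY-stained droplets and DAPI nuclei; Probe or stimulus: oleate, 100 µM final; Dosing: compound at 6.5 µM only.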
ER stress rescue: rescue of cells from ER stress-induced death, primary screen, 384-well, CSM14.1, thapsigargin, ATP luminescence (AID 1222) | CSM14.1 thapsigargin-induced death rescue, ATP luminescence; higher % means a stronger effect | one-dose cellular ATP content (survival), % at 20 µM; EC50 in µM for titrated hits | 190,000 tested, under 10 active;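 active = EC50 below 50 µM in the dose-response confirmation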;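 also: death triggered by thapsigargin at about 15 µM added after 2 h compound pretreatment; cell ATP read after overnight thapsigargin exposure of roughly 18 to 22 hours; normalized against plate controls of thapsigargin alone and 5% DMSO vehicle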
WT yeast gro inh: growth inhibition of WT strain, primary screen, mitochondrial fusion inhibitor project, WT and mutant strains, chemical genetic | mitochondrial fusion phenotypic screen | inhibition, % at 10 µM | 190,000 tested, 2.1% active | AID 1362, 2008; in the data active = inhibition above about 58%; tested in S. cerevisiae
Myeloid diff 2: induction of myeloid progenitor differentiation, primary screen, cell-based, flow cytometry, MLPCN library. ER-HoxA9 myeloid progenitors, lysozyme-GFP differentiation. calls only at 10 µM. 360,000 tested, 1% active. AID 624256, 2012;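 active = normalized GFP-positive differentiation at or above the plate's own cutoff, the solvent-only control mean plus 3 SD; inconclusive = no clear call, values can overlap the other calls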;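 also: cells exposed to compound for four days before flow analysis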
PMI inhibitors: inhibitors of human PMI, primary screen, biochemical, fluorescence intensity, coupled assay (AID 1209); Mannose-6-phosphate isomerase (Homo sapiens); purified PMI enzyme, coupled fluorescence intensity; higher % means a stronger effect; inhibition, % at 20 µM, or IC50 in µM where a hit was titrated; 190,000 tested, 0.42% active;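 also: plate controls were DMSO vehicle for no effect and wells lacking substrate for full effect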
PMI inhibition: human PMI inhibitors, high substrate, primary screen, biochemical, fluorescence intensity, high mannose 6-phosphate (AID 1220); Mannose-6-phosphate isomerase (Homo sapiens); recombinant PMI enzyme, coupled fluorescence intensity; higher % means a stronger effect; inhibition, % at 20 µM, or IC50 in µM where a hit was titrated; 190,000 tested, 0.66% active
TNAP activation fold: human TNAP enzyme activators, primary screen, biochemical, luminescent, no phosphate acceptor, uHTS (AID 1001); purified TNAP, luminescent activation assay, no phosphate acceptor; higher activation fold means a stronger effect; activation fold at 20 µM, or EC50 in µM where a hit was titrated; 200,000 tested, 0.03% active; in the data active = activation fold from about 3, or a potency from the dose series; inactive = the rest, 99 in 100 with activation fold below about 1.6; also: many of its hits are not listed in these tables
M1AAP inhibition: P. falciparum M1AAP inhibitors, biochemical, fluorogenic H-Leu-NHMec substrate, 1536-well (AID 1445) | 220,000 tested, 0.42% active | inhibition, % at 30 µM; hits with a dose series show IC50 in µM | recombinant M1AAP, H-Leu-NHMec fluorogenic kinetic assay; higher % means a stronger effect;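 active = primary inhibition above the hit cutoff, then over 50% inhibition at one or more dose response concentrations, cut at about 23% in these data, passing the limit was not always enough; inconclusive = conflicting primary data, or primary hits not chosen for dose response; inactive = low primary inhibition, or under 50% at every dose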;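 also: plate controls were DMSO full reaction for no effect and no enzyme background for full effect; strong numbers were not always called active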
WT yeast gro inh mutant strain: also measured in WT yeast gro inh; calls as there; inhibition, %; mitochondrial fusion phenotypic screen, mutant strain inhibition
Hep lipid drop cells 6.5 µM: further read-out of Hep lipid drop, marked with its call; cell count; measured here: cell count, cytotoxicity flag;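 cells counted across two imaged fields per well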
Myeloid diff 2 GFP+ MAC1+ %: also measured in Myeloid diff 2; calls as there; GFP+ MAC1+ double positive, %; measured here: differentiation confirmed by MAC1 staining
* hit, by the source's call; i = inactive; u = inconclusive; x = not tested or not shown; + = active, no number. Rule as the data show it, unless noted: active = inhibition above about 50%; inactive = the rest. Hits appear at their usual frequency; about 4.6% have a hit in one of these screens.

Start of the data: the first 3 entries as a preview:
SMILES	K1F lysis inhibition	Hep lipid drop	Hep lipid drop cells 6.5 µM	ER stress rescue	WT yeast gro inh	WT yeast gro inh mutant strain	Myeloid diff 2	Myeloid diff 2 GFP+ MAC1+ %	PMI inhibitors	PMI inhibition	TNAP activation fold	M1AAP inhibition
COC(=O)Nc1ccc(S(=O)(=O)N2CCCC(C(=O)N3CCN(C)CC3)C2)cc1 (stereo unspecified)	0.2%	2.7	615	x	x	x	i	0.4	x	x	x	-1.2%
CCCCCCCSc1nc(N)cc(=O)[nH]1	8.2%	x	x	3.5%	-33.6	-19.5	i	0.3	-5.1%	-1.2%	1.1	2.4%
COc1cc(NS(=O)(=O)c2ccc3c(c2)oc(=O)n3C)cc(OC)c1OC	1.9%	x	x	1.2%	10.9	7.0	+	9.0*	3.0%	4.4%	1.2	10.6%

Main list, from the first entry:
SMILES	K1F lysis inhibition	Hep lipid drop	Hep lipid drop cells 6.5 µM	ER stress rescue	WT yeast gro inh	WT yeast gro inh mutant strain	Myeloid diff 2	Myeloid diff 2 GFP+ MAC1+ %	PMI inhibitors	PMI inhibition	TNAP activation fold	M1AAP inhibition
COC(=O)Nc1ccc(S(=O)(=O)N2CCCC(C(=O)N3CCN(C)CC3)C2)cc1 (stereo unspecified)	0.2%	2.7	615	x	x	x	i	0.4	x	x	x	-1.2%
CCCCCCCSc1nc(N)cc(=O)[nH]1	8.2%	x	x	3.5%	-33.6	-19.5	i	0.3	-5.1%	-1.2%	1.1	2.4%
COc1cc(NS(=O)(=O)c2ccc3c(c2)oc(=O)n3C)cc(OC)c1OC	1.9%	x	x	1.2%	10.9	7.0	+	9.0*	3.0%	4.4%	1.2	10.6%
O=C(O)c1nccnc1C(=O)N1CCN(c2ccccc2)CC1	3.1%	9.8	632	8.6%	-7.6	-5.8	i	0.3	-15.2%	-3.8%	1.1	2.3%
COc1ccc(O)c(C(=O)c2cc(C#N)c(=O)n(CC3CCCO3)c2)c1 (stereo unspecified)	0.9%	x	x	-0.9%	0.6	-0.6	i	1.1	0.8%	0.1%	1	8.3%
CC1CCCCC1n1c(-c2cccnc2)n[nH]c1=S (stereo unspecified)	-0.6%	-23.4	673	-0.5%	-16.9	16.9	i	0.6	-7.4%	-14.9%	1	2.5%
CCOc1ccc(N=C2NC(=O)/C(=C/C(=O)OC)S2)cc1	1.5%	1.4	627	2.5%	3.7	26.2	i	0.6	-7.8%	-5.1%	1.1	1.5%
O=C(CN1CCC(n2nnc3cc(F)ccc32)CC1)NCCc1nc2ccccc2[nH]1	5.2%	x	x	-0.4%	1.3	5.4	i	1.4	0.2%	5.8%	1	2.9%
C[C@@H](C(=O)N[C@@H](Cc1ccccc1)C(=O)O)n1nnc2ccccc2c1=O	0.0%	4.5	708	x	x	x	i	0.6	x	x	x	11.4%
CCOC(=O)N1CCN(C(=O)Cc2cccc3ccccc23)CC1	0.0%	-0.9	728	13.5%	-8.4	-18.0	i	0.7	4.8%	5.7%	1.1	0.7%
O=[N+]([O-])c1ccc(CSc2nc3ccccc3[nH]2)cc1	0.6%	6.7	551	-5.0%	11.9	-1.2	i	0.4	1.2%	-6.5%	1.4	-0.5%
O=C(NCC(c1cccs1)N1CCOCC1)c1cc([N+](=O)[O-])cc([N+](=O)[O-])c1 (stereo unspecified)	0.1%	-0.3	617	-1.1%	0.2	-5.6	i	0.6	20.2%	16.8%	1.2	2.3%
COc1ccc(-n2c(C)nc3cc(C(=O)N4CCOCC4)ccc32)cc1	0.6%	-4.5	723	-0.3%	-3.8	-2.4	i	0.4	5.0%	-4.8%	1.1	-1.6%
CN(C)C(=O)c1snnc1-c1ccccc1	0.5%	8.7	765	-0.1%	0.6	-69.3	i	2.5	7.5%	9.4%	1.1	18.5%
O=c1c2ccccc2sn1-c1cc(S(=O)(=O)N2CCOCC2)ccc1N1CCCC1	-0.7%	-26.8	759	6.5%	-1.4	1.3	i	2.0	92.7%*	77.3%*	1.1	-2.5%
COc1ccc(C2(CNC(=O)c3ccc(C)cc3)CCOCC2)cc1	-0.6%	-1.7	680	-1.3%	-2.5	4.0	i	0.8	5.5%	7.5%	1.1	11.1%
Cc1cccc2cc(CN(CCCO)C(=O)Nc3ccccc3Cl)c(=O)[nH]c12	0.3%	4.7	785	7.7%	-11.4	5.5	i	0.4	12.8%	5.4%	1.1	13.9%
O=C1NC(Nc2nccs2)(C(F)(F)F)C(=O)N1CCc1ccccc1 (stereo unspecified)	0.9%	x	x	-2.5%	-12.0	2.8	i	1.6	-17.1%	0.4%	1.1	8.8%
Clc1ccc2noc(-c3ccccc3)c2c1	0.1%	3.8	788	-1.0%	-12.2	14.8	i	0.9	5.5%	-7.8%	1	9.0%
CC(=O)NCCn1c(SCc2cc(=O)n3cc(Cl)ccc3n2)nc2ccccc2c1=O	0.1%	x	x	-2.2%	-14.1	-0.9	i	2.1	8.3%	8.5%	1	8.3%
O=C(Cn1ncc2c(=O)oc3ccccc3c21)N1CCN(C(=O)c2ccco2)CC1	0.6%	x	x	1.3%	4.8	26.6	i	1.0	6.1%	-0.5%	1.1	8.5%
CSc1nnc(C)c(/C=C/Nc2ccc(C)cc2)n1	0.2%	x	x	1.7%	21.4	-10.1	i	1.2	13.0%	12.9%	0.8	5.7%
COc1cc(CC(=O)Nc2ccc(S(=O)(=O)N(C)C)cc2)cc(OC)c1OC	-0.8%	-10.2	652	-1.1%	-6.3	-4.7	i	0.8	-5.7%	-7.0%	1	4.5%
Cc1ccc(S(=O)(=O)N(C)C)cc1NC(=S)NCc1ccco1	-0.3%	-16.8	721	-2.4%	4.4	6.5	i	1.2	0.6%	-1.5%	1.1	5.4%
COc1cc(/C=C2\COC/C(=C\c3cc(OC)c(OC)c(OC)c3)C2=O)cc(OC)c1OC	-0.3%	-219.3	313	x	x	x	u	x	x	x	x	3.4%
O=C(CSc1c[nH]c2ccccc12)N1CCCc2ccccc21	-1.4%	-45.0	661	-0.9%	-6.1	-1.4	i	3.6	21.1%	22.8%	1	2.5%
Cc1ccccc1CSCC(=O)NC(=O)NCc1ccco1	0.1%	x	x	-0.7%	9.0	16.7	i	1.7	-1.3%	-6.0%	1.1	1.0%
O=C1NCCN(C(=O)CCc2nnc(-c3ccsc3)o2)C1c1ccc(F)cc1 (stereo unspecified)	-0.3%	2.3	682	-0.2%	4.6	2.4	i	0.3	5.3%	6.0%	1	2.2%
O=C(Nc1nc(-c2ccc(Cl)cc2)cs1)C1CCCO1 (stereo unspecified)	-0.7%	-11.6	674	0.3%	23.9	5.7	i	0.1	5.2%	6.9%	1.2	-5.3%
CCOc1ccc2[nH]c(=O)c(CN(CCO)C(=O)c3ccc(OC)c(OC)c3)cc2c1	1.6%	5.6	794	-2.7%	4.5	-2.1	i	5.3	-2.9%	-6.2%	1	2.7%
COc1ccc(C(=O)/C=C/Nc2c(C)n(C)n(-c3ccccc3)c2=O)c(OC)c1	0.7%	19.9	714	-1.0%	8.4	-3.8	i	0.3	-7.6%	5.0%	1.1	7.2%
CC(NC(=S)Nc1ccccc1C(F)(F)F)C1CC2CCC1C2 (stereo unspecified)	-0.1%	-1.3	653	-2.5%	28.3	9.3	i	0.8	8.9%	4.6%	1.1	0.4%
COc1ccc(/C=C2/CCOC2=O)cc1	-0.5%	1.4	613	-2.3%	-1.9	-6.3	i	1.1	7.5%	4.9%	1.2	-8.2%
COc1ccc(-n2nnnc2SCC(=O)NCc2ccco2)cc1OC	2.1%	x	x	4.8%	26.1	23.5	i	2.1	-14.6%	4.5%	1.2	5.1%
Cc1cc(NC(=O)CSc2nccn2-c2ccc(F)cc2)no1	-0.1%	-4.7	700	-1.3%	-12.9	10.1	i	1.5	-4.5%	-1.7%	1	14.1%
Cn1c(-c2sc3cc(C(F)(F)F)cnc3c2-c2cccs2)n[nH]c1=S	-1.6%	-0.4	755	-0.9%	65.1*	35.4*	i	0.6	8.4%	10.4%	1.2	-10.9%
O=C(NCCCCNC(=O)c1ccc(Br)s1)c1ccc(Br)s1	0.2%	22.0	794	2.1%	0.0	-3.2	i	1.9	-5.5%	-8.0%	1	1.7%
COC(=O)C1=C(C)NC(=O)NC1c1ccc(-c2ccc(F)cc2)o1 (stereo unspecified)	-0.4%	-10.8	707	29.0%	3.6	14.5	i	0.5	-7.8%	8.9%	1.1	6.4%
COC(=O)C(C)N1CCC(=O)c2ccccc2S1(=O)=O (stereo unspecified)	1.4%	-6.0	653	x	x	x	i	1.1	x	x	x	7.3%
CC(C)C12CN3CC(C(C)C)(CN(C1)C3c1ccco1)C2=O (stereo unspecified)	0.3%	x	x	-1.3%	-6.5	-3.3	i	0.6	3.8%	4.4%	1.1	-0.6%
Cn1c(O)c(C=Nc2ccc(Br)cc2)sc1=O	0.1%	1.1	673	-1.4%	4.4	5.7	i	0.2	5.6%	7.7%	1	-2.2%
CC(C)COc1ccc(-c2nnc(-c3ccncc3)o2)cc1	0.4%	x	x	-0.6%	13.1	1.8	i	0.9	-3.3%	1.0%	1.1	-4.0%
CC1(C)CC2(CCO1)OC(=O)CC2C(=O)NCCc1ccccc1 (stereo unspecified)	-0.1%	x	x	-1.5%	-2.8	-1.7	i	0.6	4.2%	13.9%	1.1	-11.5%
Cc1nc2ccc(N)cc2s1	-1.0%	-18.1	626	-0.4%	8.3	-0.4	i	1.1	25.5%	24.5%	1.1	6.1%
CN(C)c1ccc(-c2nnn(CC(=O)Nc3ccc4c(c3)OCCO4)n2)cc1	0.1%	-2.0	383	4.3%	-0.4	-9.5	i	0.3	-4.1%	-4.3%	1.1	0.1%
CCCc1cc(=O)[nH]c(SCC(=O)NC)n1	-1.1%	x	x	1.8%	-5.6	1.6	i	5.1	-7.6%	-6.3%	0.9	-1.8%
O=C(c1ccccc1)c1ccc(C(=O)N2CCN(c3ccc(F)cc3)CC2)o1	0.7%	x	x	6.3%	-13.5	-0.3	i	0.5	0.1%	5.4%	0.9	-15.3%
CCN(CC)S(=O)(=O)c1cccc(C(=O)NN2Cc3ccccc3C2=N)c1	0.1%	26.9	663	-1.2%	-6.2	5.2	i	0.4	2.5%	-9.5%	1.1	0.2%
Cc1ccc2c(c1)/C(=N/O)CCS2	-1.1%	x	x	-1.1%	2.5	14.2	i	1.3	1.5%	-6.2%	1.1	4.0%
